High-throughput results as filed in PubChem BioAssay.
PfHsp40 rescue: restores yeast growth despite PfHsp40 toxicity | AID 504582 | S. cerevisiae expressing PfHsp40, growth rescue, ATP luminescence | 340,000 tested, 0.68% active | growth rescue, % at 12.5 µM; in the data active = growth rescue above about 28%, passing the limit was not always enough; inconclusive = no clear call, values can overlap the other calls;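 note: yeast W303a lacking pdr1 and pdr3 grown in galactose medium; growth measured after three days at 30 °C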
BoNT-F LC inh: inhibitors of Botulinum neurotoxin F light chain protease. AID 588497. inhibition, % at 10 µM. 360,000 tested, 0.22% active. Multiplex microsphere protease cleavage assay, flow cytometry; in the data active = inhibition above about 35%, passing the limit was not always enough; inconclusive = no clear call, values can overlap the other calls; note: plate controls were buffer without enzyme for full effect and enzyme alone for no effect
Yp Topo-I inh: Y. pestis Topo-I inhibition via cleavage products; activity, % at 10 µM; Y. pestis Topo-I cleavage product accumulation, plate reader; 360,000 tested, 0.064% active; AID 504884; in the data active = activity above about 50%, passing the limit was not always enough; inconclusive = no clear call, values can overlap the other calls; note: inactives centre near 2
CCHFV vOTU inh: CCHFV vOTU protease inhibition; Pep-AMC fluorescence; inhibition, % at 11.5 µM; 370,000 tested, 0.55% active; in the data active = inhibition above about 30%; note: 0% = vehicle wells with enzyme and 100% = no enzyme wells
Anthrax LF inh2: anthrax lethal factor protease inhibition; 360,000 tested, 0.12% active; multiplex microsphere protease cleavage assay, LF; inhibition, % at 10 µM; P15917; AID 588501; note: plate controls were buffer without enzyme for full effect and enzyme alone for no effect
Target sequence (P15917 whole entry, looked up): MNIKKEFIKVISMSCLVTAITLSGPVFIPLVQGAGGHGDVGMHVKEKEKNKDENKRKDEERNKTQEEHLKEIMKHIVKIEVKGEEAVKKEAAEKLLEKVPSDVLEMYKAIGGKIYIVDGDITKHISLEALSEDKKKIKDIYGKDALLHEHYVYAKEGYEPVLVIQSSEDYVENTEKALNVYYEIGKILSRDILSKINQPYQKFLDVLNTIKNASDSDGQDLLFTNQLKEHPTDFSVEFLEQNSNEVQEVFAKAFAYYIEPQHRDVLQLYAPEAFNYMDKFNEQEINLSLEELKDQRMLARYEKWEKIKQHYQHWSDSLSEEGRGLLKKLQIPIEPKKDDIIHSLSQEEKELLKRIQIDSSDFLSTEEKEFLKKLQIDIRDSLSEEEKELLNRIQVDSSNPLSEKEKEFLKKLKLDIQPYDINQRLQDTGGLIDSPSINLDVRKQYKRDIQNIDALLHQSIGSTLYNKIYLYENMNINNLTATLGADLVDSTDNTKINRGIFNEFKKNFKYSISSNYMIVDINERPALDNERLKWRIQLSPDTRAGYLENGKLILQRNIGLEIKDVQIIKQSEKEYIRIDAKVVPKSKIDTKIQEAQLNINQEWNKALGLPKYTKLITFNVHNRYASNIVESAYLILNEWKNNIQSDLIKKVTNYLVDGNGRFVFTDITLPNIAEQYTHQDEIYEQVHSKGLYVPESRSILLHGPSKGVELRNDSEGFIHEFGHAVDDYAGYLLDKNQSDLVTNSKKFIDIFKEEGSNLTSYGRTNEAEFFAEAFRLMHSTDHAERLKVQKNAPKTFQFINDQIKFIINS
PrPC surface inh: reduces human prion protein on the cell surface | P04156 | cell surface PrPC, TR-FRET read-out | inhibition, % at 13.8 µM | 370,000 tested, 0.43% active; in the data active = inhibition above about 24%; note: 0% = median of the test wells and 100% = reference compound wells
FadD28 FP inh: blocks FadD28 binding to the bisubstrate probe | fluorescence polarization | inhibition, % at 12.5 µM | 360,000 tested, 0.22% active; in the data active = inhibition above about 8.5%, passing the limit was not always enough; inconclusive = no clear call, values can overlap the other calls
BoNT A protease: inhibitors of Botulinum neurotoxin A light chain protease; inhibition, % at 10 µM; multiplex microsphere protease substrate cleavage, flow cytometry; 360,000 tested, 0.17% active; note: plate controls were buffer without enzyme for full effect and enzyme alone for no effect
TcdB inh: TcdB glycohydrolase inhibition; 350,000 tested, 0.24% active; inhibition, % at 9.99 µM; TcdB glycohydrolase enzymatic assay, plate reader; in the data active = inhibition above about 10%
The depositor's hits bear a star; ? = inconclusive; nt = no result given. Cut-off read from the data, not from the text of the source, unless noted: active = inhibition above about 30%; inconclusive = no clear call, values can overlap the other calls; inactive = below that.

Compound	PfHsp40 rescue	BoNT-F LC inh	Yp Topo-I inh	CCHFV vOTU inh	Anthrax LF inh2	PrPC surface inh	FadD28 FP inh	BoNT A protease	TcdB inh
COc1ccc(NC(=O)c2cc(C3CCCCN3C(=O)Cc3ccc(N(C)C)cc3)on2)c(C)c1 (stereo not drawn)	nt	-3.3	18.8	-9.4	0.0	-1.2	-3.0	-0.4	0.5
Cc1cc(C)c(NC(=O)Nc2ccccc2C)c(Cl)c1	-1.4	-5.1	3.3	-1.8	-4.9	3.0	-2.8	0.0	2.3
CN(C(=O)COC(=O)c1cc([N+](=O)[O-])ccc1Sc1ccccc1)C1CCS(=O)(=O)C1 (stereo not drawn)	0.9	-2.0	35.0	-8.5	-7.9	-13.1	-3.7	0.0	2.5
Clc1cccc(Cl)c1NC1=NCCS1	nt	-11.7	-8.4	3.7	-7.4	0.6	-1.7	-0.1	1.7
CCCNS(=O)(=O)c1ccc(OCC(=O)N2CCCC2)cc1	-0.8	-6.3	1.1	10.5	-10.7	-3.0	0.8	0.1	0.4
Cc1cc(C)n2c(SCC(=O)NC3CCCCC3)nnc2n1	0.1	-1.5	-0.4	4.0	-4.1	3.6	-1.3	-0.7	-0.8
CCN(C(=O)CN1C(=S)NC(C)(C)CC1C)c1ccc(C)c(C)c1 (stereo not drawn)	-1.3	-8.3	9.6	-9.7	-2.6	-2.3	-0.6	0.0	2.1
COc1ccc(-c2noc(-c3cccs3)n2)cc1OC	0.3	1.2	-1.0	2.1	-1.2	-4.6	-1.2	-0.4	0.8
Cc1cccc(-n2c(C)cc(/C=N/NC(N)=S)c2C)c1	-0.3	-13.1	0.1	6.7	-5.2	-5.4	-1.1	-0.7	nt
O=C(Nc1ccc(N2CCCCC2)cc1)c1ccccn1	-3.5	-17.0	-1.2	nt	-11.3	nt	0.8	0.3	nt
CC(C)[C@H](NC(=O)[C@@H]1Cc2ccccc2CN1C(=O)OC(C)(C)C)C(=O)NCC1CCC(C(=O)O)CC1 (stereo partly drawn)	0.3	4.1	-0.6	-2.6	3.1	6.8	0.3	0.1	-0.6
C=CCOc1ccc(CNc2ccc3[nH]c(=O)[nH]c3c2)cc1OCC	-0.4	-2.0	-13.0	5.0	-1.7	4.2	-1.4	-0.1	2.1
O=[N+]([O-])c1cccc(-c2noc(COc3ccccc3)n2)c1	4.7	-2.6	1.9	10.9	0.3	4.8	0.2	0.4	0.1
CC(C)C(=O)NC(=S)N(Cc1ccccc1)Cc1ccccc1	?	1.0	5.4	2.8	0.6	-1.8	-4.1	-0.2	0.9
COC(=O)[C@@H](NC(=O)NCc1ccccc1Cl)C(C)C	0.7	6.3	0.0	3.9	-1.8	-1.0	-0.6	-0.7	nt

Record cards, from the list above. Screens in order: PfHsp40 rescue	BoNT-F LC inh	Yp Topo-I inh	CCHFV vOTU inh	Anthrax LF inh2	PrPC surface inh	FadD28 FP inh	BoNT A protease	TcdB inh
Cc1cc(C)n2c(SCC(=O)NC3CCCCC3)nnc2n1 as listed: 0.1	-1.5	-0.4	4.0	-4.1	3.6	-1.3	-0.7	-0.8
Cc1cc(C)c(NC(=O)Nc2ccccc2C)c(Cl)c1 as listed: -1.4	-5.1	3.3	-1.8	-4.9	3.0	-2.8	0.0	2.3

(next part)
Compound	PfHsp40 rescue	BoNT-F LC inh	Yp Topo-I inh	CCHFV vOTU inh	Anthrax LF inh2	PrPC surface inh	FadD28 FP inh	BoNT A protease	TcdB inh
Cc1cc(C2(c3ccc(O)c(C)c3)C(=O)Nc3ccccc32)ccc1O	0.5	5.2	-8.3	12.9	-1.8	-6.2	-1.7	-0.5	nt
CCNc1nc(NCc2ccccc2)nc(SCC(N)=O)n1	1.4	1.1	8.9	-18.2	-3.1	-0.4	-1.4	-0.5	0.9
CCC(Sc1nc(C)cc(=O)[nH]1)C(=O)Nc1sc2c(c1C#N)CCCC2 (stereo not drawn)	-1.6	6.2	15.3	26.6	4.1	2.1	-4.8	0.4	0.1
CC(C)OP(=O)(OC(C)C)C1(O)C(=O)Nc2ccccc21 (stereo not drawn)	3.0	-0.2	1.7	0.7	1.0	-0.5	-0.1	-0.4	nt
CN(C(=O)c1cccc(NC(=O)Cc2ccc(NC(=O)C3CCN(C(=O)C4CCC4)CC3)cc2)c1)C1CCCCC1	0.3	0.8	24.6	-2.3	2.8	2.0	-2.4	-0.1	0.4
O=c1c2ccccc2nc(-c2ccco2)n1-c1ccc(Br)cc1	-0.6	?	8.7	2.8	-12.3	4.0	-0.3	1.1	0.0
O=C(COc1cccc(-n2cnnn2)c1)NC1CCCCC1	-1.9	-16.5	12.4	13.2	-4.4	5.5	-1.7	-2.3	-0.1
COc1ccc(-c2[nH]ncc2-c2cnc(C)s2)c(O)c1	-2.6	-7.4	3.2	-6.1	-1.6	3.8	-1.8	-0.8	-1.2
CC(C)(C)c1ccc(OCC(=O)N2CCN(C=O)CC2)cc1	0.7	2.6	-4.5	4.2	-0.9	-2.1	-1.9	0.1	nt
CC(C)C(NC(=O)CN1C(=O)c2cccc3cccc1c23)C(C)C	-0.5	nt	3.6	-5.2	nt	-14.4	-1.9	nt	0.9
COc1cccc(C(=O)NCC2CCCN(C3CCCCC3)C2)c1OC (stereo not drawn)	-0.1	?	4.0	1.8	3.9	3.5	-1.5	-2.1	-0.1
O=Nc1c(O)cc(O)c2ccccc12	nt	2.4	4.0	13.6	-6.8	-4.3	-1.7	-0.4	-8.8
CC(=O)Nc1nc2[nH]ccc2c(=O)[nH]1	nt	-3.6	1.2	12.1	2.3	-1.0	-5.0	-0.3	1.4
CCOC(=O)N(C)c1c(CC)nc2c(OCc3cccc(Cl)c3)cccn12	nt	-7.0	15.1	8.1	-0.1	3.4	-5.0	-0.5	0.0
CCOc1ccc(CCNC(=O)COn2nnc3ccc(S(=O)(=O)N4CCOCC4)cc32)cc1OCC	0.7	?	24.2	-2.3	-4.9	14.4	-0.3	1.0	1.4
O=C(Cn1c(-c2ccccc2Cl)nc2ccccc21)Nc1cccc(Cl)c1	0.4	1.7	3.4	1.4	0.4	5.7	-3.2	0.4	-1.3
CC(NC(N)=O)C(=O)Nc1ccc(Cl)c(S(=O)(=O)Nc2ccc(Br)cc2)c1 (stereo not drawn)	-0.3	-1.1	6.3	1.9	-2.9	4.6	-3.7	-0.3	0.9
COCCNC(=O)CC(c1ccccc1)c1ccccc1	-0.7	3.8	3.1	-12.3	-1.3	-2.3	0.0	0.1	nt
CCn1nc(C(=O)N[C@@H](CCSC)c2nc3ccccc3[nH]2)c2ccccc2c1=O	0.6	-0.4	8.3	-3.1	-4.2	-5.5	-4.2	0.8	nt
Cc1ccc(-n2nc(C)cc2N)c(C)c1	-0.3	-10.4	-3.0	-13.7	-3.0	-1.7	-0.3	-2.2	0.2
CC(C)c1ccc(NC(=S)N2CCN(S(=O)(=O)c3ccccc3)CC2)cc1	1.8	-4.4	13.4	5.3	-0.5	9.8	-3.9	-0.2	-1.9
COc1ccc(OC)c(S(=O)(=O)Nc2cc3c(cc2N2CCCC2)n(C)c(=O)c(=O)n3C)c1	-0.6	0.0	6.2	12.4	-2.4	7.6	-1.4	-0.4	1.7
O=C(NCCC1=CCCCC1)c1cc(-c2ccncc2)nc2ccccc12	0.6	-9.4	7.8	6.9	-1.0	3.0	-1.8	-0.8	-6.5
Cn1c(SCC(=O)Nc2ccccc2[N+](=O)[O-])nnc1C(F)(F)F	-0.6	4.3	-1.6	-16.8	-4.4	-22.9	-3.0	0.8	-0.8
O=C(COc1ccccc1)Nc1nnc(COc2ccccc2)s1	0.3	5.9	6.1	-2.2	7.3	1.4	-0.5	2.0	1.1
Nc1nnc(CCCCc2cccs2)o1	-0.5	-10.8	-10.9	5.3	-5.1	1.9	-4.0	0.1	nt
O=c1cc(O)c2ccc(O)cc2o1	0.1	-4.4	-0.5	-2.7	-8.9	-4.6	5.7	-1.2	0.8
CC(=O)Nc1ccccc1C(=O)C(=O)Nc1ccc(C(=O)NCC2CCCO2)cc1 (stereo not drawn)	0.4	-2.8	0.2	7.7	-5.7	-4.1	-3.0	-3.0	-6.5
O=C(CNc1n[nH]c(=O)[nH]c1=O)N/N=C/c1cccnc1	0.2	-1.5	-5.7	4.9	-1.1	-2.2	-1.8	0.1	-0.4
Cc1ccc(-n2nc(C)c3cc(C(=O)O)sc32)cc1	-2.9	-10.0	-1.4	-8.2	-0.8	1.5	-3.3	0.0	nt
Cc1ccc2[nH]c3c(=O)n(Cc4ccncc4)cnc3c2c1	0.3	-1.5	-0.1	-10.6	-2.5	3.1	-4.1	-0.2	nt
Cc1ccc2nsnc2c1-n1c(C)nc2ccccc2c1=O	0.9	2.7	4.4	-11.4	1.0	-3.0	-2.5	0.7	nt
Cc1ccc(OCc2ccc(C(=O)Nc3cc(C)on3)o2)c([N+](=O)[O-])c1	-0.2	1.8	-13.3	0.4	-0.3	7.3	0.3	7.3	0.0
NS(=O)(=O)c1cccc(NC(=S)NCc2ccc3c(c2)OCO3)c1	-0.3	-1.2	7.9	-10.0	-4.6	6.2	1.2	-0.6	1.6
CCc1ccccc1NC(=O)CCC(=O)c1cccs1	-1.2	-3.9	-10.6	14.0	-0.5	9.2	0.0	0.4	2.2
CCOc1ccc(OCCC(=O)N2CCc3cc(OC)c(OC)cc3C2)cc1	-1.7	6.3	-3.1	8.1	-9.3	-1.5	-2.8	5.2	-0.1
Cc1nc2cc(C(F)(F)F)ccc2n1C1CCN(Cc2nnnn2Cc2ccc3c(c2)OCO3)CC1	0.9	-8.2	1.9	5.5	-1.8	-17.4	-7.3	-0.9	nt
COCOCCn1cc(CN2CCS(=O)(=O)N(Cc3ccc(-c4cccc(CO)c4)cc3)C(CC(C)C)C2=O)nn1 (stereo not drawn)	nt	0.6	13.4	-2.0	0.4	-11.0	-4.0	0.4	0.9
Cc1c(C=NCCOCc2ccccc2)cnn1C	0.5	-2.4	-3.1	-3.7	-2.0	-1.5	-1.5	-0.2	nt
CC1(C)CC(O)CC(C)(C)N1CC(O)COCCOc1ccc(Br)cc1 (stereo not drawn)	-0.7	-10.0	2.2	-6.5	0.5	-3.0	-1.0	-0.4	nt
COc1ccc(Cn2nnc3ccccc32)cc1	0.8	-1.4	0.5	6.2	-9.2	-4.4	-5.1	-0.4	1.6
CC(C)(C)NC(=S)NCc1ccncc1	0.6	-1.5	-3.0	12.0	-0.8	-0.7	-0.5	-0.1	0.3
OC1CCCN(Cc2ccc3ccc4cccc5ccc2c3c45)C1 (stereo not drawn)	1.7	-9.3	6.5	0.3	-6.3	7.5	-0.2	1.2	nt
CCN(C(N)=S)c1ccccc1	0.0	12.3	5.3	0.4	3.1	-0.3	2.7	-0.3	nt
